PAFAH2 inh: PAFAH2 enzyme inhibitors, primary screen, biochemical, fluorescence polarization, human; Platelet-activating factor acetylhydrolase 2, cytoplasmic (Homo sapiens), Q99487; inhibition, % at 3.39 µM; recombinant PAFAH2, FP-rhodamine activity probe; 0.99% of 340,000 active;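 active means inhibition above the mean over all tested compounds plus 3 SD, cut at about 30% in these data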;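 further: inhibitors block probe labeling of enzyme so polarization drops; 0% = enzyme with DMSO and 100% = wells lacking PAFAH2 protein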
AHR act: AHR activators, primary screen, cell-based, luminescence, luciferase reporter, human | AHR-responsive luciferase reporter cells | activation, % at 5 µM | 2.5% of 320,000 active | AID 2796, 2010; in the data active means activation above about 47%;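 further: 0% = vehicle wells and 100% = reference agonist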
core dimer inh: inhibitors of HCV core protein dimerization, primary screen, biochemical, TR-FRET, high-throughput; TR-FRET GST/Flag-core106 dimerization, 1536-well; inhibition, % at 5 µM; 0.33% of 300,000 active; AID 1899, 2009;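 active means inhibition above the mean of all tested compounds plus 3 SD, set per screening campaign, cut at about 45% in these data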
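Test system: GST/Flag-tagged HCV core106 proteins; Medium: KF-containing HEPES buffer, pH 7.45, DTT, CHAPS, BSA; Times: compound-protein-antibody incubation 4 h at 22.5 °C; Detection: TR-FRET 671 and 617 nm emission; Benchmarks: wells lacking GST-core106 and wells with excess unlabelled core106.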
PP5 primary: PP5 phosphatase inhibitors, primary screen, biochemical, fluorescence; Serine/threonine-protein phosphatase 5 (Homo sapiens), P53041; purified PP5c, OMFP substrate fluorescence; inhibition, % at 6.7 µM; 0.18% of 320,000 active;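 active means inhibition above the campaign's mean inhibition across all tested compounds plus 3 SD, cut at about 9.5% in these data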;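 further: 0% = DMSO only and 100% = 100 µM cantharidin control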
Target sequence (P53041 whole entry, looked up): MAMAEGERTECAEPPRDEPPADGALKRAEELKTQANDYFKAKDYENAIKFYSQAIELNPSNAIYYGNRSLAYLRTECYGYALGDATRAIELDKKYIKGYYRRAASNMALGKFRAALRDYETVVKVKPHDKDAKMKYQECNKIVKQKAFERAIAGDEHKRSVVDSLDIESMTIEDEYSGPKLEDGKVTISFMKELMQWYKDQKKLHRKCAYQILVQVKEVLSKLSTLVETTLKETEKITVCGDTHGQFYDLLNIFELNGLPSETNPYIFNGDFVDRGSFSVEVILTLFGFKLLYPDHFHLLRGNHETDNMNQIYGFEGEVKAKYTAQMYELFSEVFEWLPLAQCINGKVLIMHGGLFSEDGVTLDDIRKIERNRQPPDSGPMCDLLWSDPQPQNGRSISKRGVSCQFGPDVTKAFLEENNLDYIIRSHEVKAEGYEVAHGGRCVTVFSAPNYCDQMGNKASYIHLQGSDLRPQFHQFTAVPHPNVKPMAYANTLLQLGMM
CTSL1 counter: Fasciola hepatica cathepsin L1 inhibitors, primary screen, counter-screen for PFM18AAP inhibitor project, biochemical, QFRET, fluorogenic peptide substrate; AID 1906, 2009; recombinant F. hepatica cathepsin L1, Z-Leu-Arg-MCA fluorescence; 0.49% of 300,000 active; inhibition, % at 5.96 µM;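 active means inhibition above the mean of all tested compounds plus 3 SD, set per screening campaign, cut at about 17% in these data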;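 further: 0% = plate median of test compound wells and 100% = 1 µM Z-Phe-Ala-diazomethylketone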
TPT1 inh: Candida albicans TPT1 enzyme inhibitors, primary screen, biochemical, fluorescence polarization | inhibition, % at 5 µM | tRNA 2'-phosphotransferase TPT1 (Candida albicans SC5314) | 0.81% of 300,000 active | recombinant caTPT1, FP RNA substrate dephosphorylation;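 active means inhibition above the mean of all tested compounds plus 3 SD, set per screening campaign, cut at about 24% in these data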;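 further: plate controls were DMSO alone for no effect and ferristatin control at 100 nM for full effect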
procasp3 activ: activators of human procaspase-3 D3A mutant, primary screen, biochemical, absorbance, PC-3 D3A mutant, single concentration; Caspase-3 (Homo sapiens), P42574; recombinant procaspase-3 D3A, Ac-DEVD-pNA absorbance 405 nm; activation, % at 8.5 µM; 0.11% of 330,000 active; AID 463141, 2010;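 active means activation above the mean of all tested compounds plus 3 SD, cut at about 21% in these data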;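 further: 0% = DMSO alone and 100% = DMSO wells spiked with extra 5 µM PC-3 D3A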
Target sequence (P42574 whole entry D9A/D28A/D175A): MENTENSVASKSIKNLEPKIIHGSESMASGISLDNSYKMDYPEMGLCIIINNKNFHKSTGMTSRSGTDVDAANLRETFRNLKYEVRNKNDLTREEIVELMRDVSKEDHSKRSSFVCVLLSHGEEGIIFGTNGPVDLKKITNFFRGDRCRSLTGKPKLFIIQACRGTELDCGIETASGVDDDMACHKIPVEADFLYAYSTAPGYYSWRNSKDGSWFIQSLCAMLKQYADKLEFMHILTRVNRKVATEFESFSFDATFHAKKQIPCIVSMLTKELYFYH
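Assay system – Procaspase-3 D3A mutant · Benchmarks – DMSO low control, extra-enzyme high control · Technique – 405 nm absorbance of p-nitroaniline, reads at 0 and 120 min · Doses – 8.5 µM nominal · Measure – % activation between DMSO and enzyme-spiked controls · Also added – Ac-DEVD-pNA chromogenic peptide substrate · Schedule – 1 h compound preincubation, 2 h substrate hydrolysis at 25 °C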
proCasp7 act: procaspase-7 activators, primary screen, counter-screen for procaspase-3 activator project, biochemical, absorbance, HTS, human; 0.093% of 330,000 active; recombinant procaspase-7, Ac-DEVD-pNA absorbance 405 nm; D23A/D198A/D206A triple mutant, cannot self-cleave; scale: DMSO 0, 5 µM enzyme 100; activation, % at 8.5 µM;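 active means percent activation above the screen-wide mean plus 3 SD, cut at about 25% in these data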
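Assay system: Uncleavable procaspase-7 mutant enzyme | Input: 2 µM procaspase-7 mutant as dispensed | Timing: 1 h compound preincubation, 2 h substrate cleavage, 25 °C | Repeats: One well per compound | Control set: DMSO wells as 0%, DMSO with 5 µM added PC-7 as 100% | Technique: Epi-absorbance of released pNA at 405 nm, two timepoints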
PP1 counter: PP1-alpha phosphatase inhibitors, primary screen, counter-screen for PP5 inhibitor project, biochemical, fluorescence, OMFP substrate, single point | 0.9% of 320,000 active | AID 2235, 2010 | inhibition, % at 6.7 µM | Serine/threonine-protein phosphatase PP1-alpha catalytic subunit (Homo sapiens), P62136 | purified PP1alpha;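 active means inhibition above the mean inhibition of all tested compounds plus 3 SD, computed separately for each screening campaign, cut at about 15% in these data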
Target sequence (P62136 whole entry, looked up): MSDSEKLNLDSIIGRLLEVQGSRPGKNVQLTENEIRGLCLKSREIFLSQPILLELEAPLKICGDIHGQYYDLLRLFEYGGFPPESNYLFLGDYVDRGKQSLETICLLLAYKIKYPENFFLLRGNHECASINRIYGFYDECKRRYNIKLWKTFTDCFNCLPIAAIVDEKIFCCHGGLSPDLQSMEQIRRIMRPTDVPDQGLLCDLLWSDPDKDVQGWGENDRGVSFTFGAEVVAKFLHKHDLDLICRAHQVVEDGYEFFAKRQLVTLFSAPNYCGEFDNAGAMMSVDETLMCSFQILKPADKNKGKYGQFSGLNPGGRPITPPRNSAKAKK
Active calls of the source: *; nt = not tested or not shown.

SMILES	PAFAH2 inh	AHR act	core dimer inh	PP5 primary	CTSL1 counter	TPT1 inh	procasp3 activ	proCasp7 act	PP1 counter
Clc1ccccc1OCc1nc(-c2ccc(Br)o2)no1	-5	61*	4	0.6	7	0	3	7	-3
CS(=O)(=O)c1ccc(Cl)c(NC(=O)COC(=O)C23CC4CC(CC(C4)C2)C3)c1	16	2	nt	3.5	nt	nt	-2	3	3
CC(=O)Nc1cccc(C(=O)OCC(=O)NC(=O)Cc2ccccc2)c1	5	0	3	-2.2	-3	-2	2	3	-9
CCC(C)(C(=O)NC1CCCCC1)N(Cc1cccs1)C(=O)Cc1cccs1 (configuration not stated)	2	0	8	-1.3	-1	-1	8	4	0
Cc1nn(C)cc1/C=N/NC(=O)C1(O)c2ccccc2-c2ccccc21	1	2	-7	2.0	-6	0	13	3	1
C=CCNC(=O)c1cc(=O)c2ccccc2o1	5	9	4	-0.5	-4	0	-4	10	-1
COc1cccc(C2/C(=C(\O)c3ccc4c(c3)OCCO4)C(=O)C(=O)N2CCN(C)C)c1 (configuration not stated)	4	2	-3	-2.0	-1	-6	-1	-3	-3
Cc1ccccc1NS(=O)(=O)c1ccc2c(c1)NC(=O)CCS2	0	0	7	0.5	-7	2	0	-4	0
O=C(O)CC(c1ccccc1)c1ccccc1	1	3	-9	-0.8	3	3	1	-13	-6
Cc1sc2ncnc(N3CCN(C(=O)c4ccco4)CC3)c2c1C	-2	55*	0	1.6	-1	0	-6	-1	-2
O=C(NNc1ccccc1[N+](=O)[O-])Nc1cccc(Cl)c1	-4	9	-1	1.2	-1	1	4	4	2
CC(C)(C)c1ccc(S(=O)(=O)NNC(=O)C2CCN(Cc3cccc(F)c3)CC2)cc1	9	1	-1	2.6	-5	-2	-4	-5	1

Three structures out of the list, ordered by molar mass, falling.
SMILES	PAFAH2 inh	AHR act	core dimer inh	PP5 primary	CTSL1 counter	TPT1 inh	procasp3 activ	proCasp7 act	PP1 counter
Clc1ccccc1OCc1nc(-c2ccc(Br)o2)no1	-5	61*	4	0.6	7	0	3	7	-3
Cc1ccccc1NS(=O)(=O)c1ccc2c(c1)NC(=O)CCS2	0	0	7	0.5	-7	2	0	-4	0
Cc1sc2ncnc(N3CCN(C(=O)c4ccco4)CC3)c2c1C	-2	55*	0	1.6	-1	0	-6	-1	-2

The results go on:
SMILES	PAFAH2 inh	AHR act	core dimer inh	PP5 primary	CTSL1 counter	TPT1 inh	procasp3 activ	proCasp7 act	PP1 counter
CCSc1nc2sc3c(c2c2[n+]1CC(CBr)O2)CCCC3 (configuration not stated)	nt	7	0	1.2	-3	1	-2	0	-4
O=C1COc2ccc(C(=O)NCc3ccco3)cc2N1	-1	2	-3	-0.9	-1	-3	8	11	-2
CCCCNC(=O)CCn1c(=O)c2ccccc2n(CC(=O)NCCc2ccc(OC)c(OC)c2)c1=O	-3	-2	-4	-1.5	1	-3	4	5	-4
COc1ccccc1OCC(=O)N1CCCC(Nc2ccc(F)c(F)c2)C1 (configuration not stated)	9	4	7	0.6	1	-4	2	6	-1
CC1(C)CCc2cc(S(=O)(=O)N3CCN(S(=O)(=O)c4c(F)cccc4F)CC3)ccc2O1	1	3	nt	nt	nt	nt	5	-2	nt
Cc1ccc(NC(=O)COC(=O)CCC(=O)c2cccs2)c(Br)c1	8	0	nt	-1.2	nt	nt	3	19	-2
CC(=O)N1c2ccc(S(=O)(=O)NCCC(=O)N(C)C3CCCCC3)cc2CC1C (configuration not stated)	-3	-1	5	-0.8	-1	0	-4	-2	-4
Cc1ccc(-c2cn(-c3ccccc3)c(SCC(=O)NC3CCS(=O)(=O)C3)n2)cc1C (configuration not stated)	10	46	0	3.7	-3	1	-7	-6	3
CCCCC(NC(=O)c1cccc(Br)c1)C(=O)O (configuration not stated)	-6	1	3	0.3	-5	-1	0	5	1
COc1ccccc1NC(=O)c1c(NC(=O)c2ccco2)sc2c1CCC2	2	22	35	0.0	0	4	0	4	-5
Cc1cccc(NCN2C(=O)c3ccccc3C2=O)c1	6	1	-1	3.7	4	-1	-2	8	-2
Cc1ccc2[nH]c3c(c2c1)CCN1C(=O)OC(C)(C)C31C (configuration not stated)	4	4	0	1.1	-2	-1	7	3	1
Cc1cccn2c(=O)c3cc(C(=O)NC4CCCC4)c(=N)n(CCCN4CCOCC4)c3nc12	-8	11	6	2.1	-1	2	-11	-9	-4
CNS(=O)(=O)c1cccc(C(=O)OC2CCCCC2=O)c1 (configuration not stated)	6	1	-4	-0.4	3	-4	-4	5	-3
Cn1c(COc2ccc(C(=O)O)cc2)nc2ccccc21	5	0	-2	0.0	-1	-2	1	4	-1
CC(C)c1nc(SCc2ccccn2)c2c(=O)n(C)c(=O)n(C)c2n1	4	8	-5	2.3	1	-1	1	3	-6
CC(=O)c1cccc(Nc2ncnc3ccc(Br)cc23)c1	-3	74*	5	2.4	-8	0	3	-10	1
CN1CCN(CC(O)COc2ccc(S(=O)(=O)N3CCOCC3)cc2)CC1 (configuration not stated)	0	0	nt	3.0	nt	nt	-9	-3	-4
CNC(=O)COc1ccc(Nc2nnc(C)c3ccccc23)cc1	nt	-6	3	1.5	-5	2	-7	-2	-6
OCC[C@@H]1C[C@H](O)[C@@H](O)[C@]2(OCCc3ccccc32)O1	0	-4	3	0.6	-4	2	-1	-2	-1
COc1cccc(C2=NOC(C(=O)NCCCn3ccnc3)C2)c1 (configuration not stated)	5	1	-4	-0.9	-3	1	11	-3	-3
O=C(Nc1ccccc1Oc1ccccc1)C1CC1	7	0	-6	3.8	-1	-4	2	-5	-1
c1ccc(-c2c(-c3ccccc3)n(Cc3ccco3)c3ncnc(NCCCn4ccnc4)c23)cc1	-1	28	4	3.7	4	0	3	-7	24*
CC1(NC(=S)Nc2ccccc2)CCS(=O)(=O)C1 (configuration not stated)	nt	-4	-2	-0.2	-5	2	-11	-4	-5
CC(=O)c1c(-c2ccccc2)[nH]c2ccccc12	-4	2	-1	2.2	-1	5	9	8	1
COc1cc(-c2[nH]ncc2CN2CCc3sccc3C2)cc(OC)c1OC	-5	9	-2	1.6	2	-5	-1	-1	0
O=C(O)CC/C(=N/NC(=O)CNC(=O)Cc1ccc(Cl)cc1)c1ccccc1	-2	6	-2	-1.9	1	-1	5	5	10
Cc1ccc(NC(=O)Cn2nc(C(=O)O)c3ccccc3c2=O)c([N+](=O)[O-])c1	-4	3	6	-2.7	-1	1	-5	1	-6
CSC1=C(C#N)C(c2ccccc2Cl)C2=C(N1)c1ccccc1C2=O (configuration not stated)	2	3	-6	3.3	-2	3	-3	-5	-2
CC(=O)Oc1ccc2ccccc2c1C(NC(=O)C(C)C)c1cccc([N+](=O)[O-])c1 (configuration not stated)	2	0	-12	2.8	-8	2	1	-1	12
COc1ccc(-c2cc(C(=O)Nc3c(C)n(C)n(-c4ccccc4)c3=O)no2)cc1	-3	1	-2	-1.6	1	-1	-2	9	8
O=C(CSc1ccc(C(F)(F)F)cc1[N+](=O)[O-])Nc1ccc2ccccc2c1	-4	10	2	2.8	6	1	-3	7	-7
O=C(COC(=O)COc1ccc(Cl)cc1Cl)NC1CC1	4	1	nt	nt	nt	nt	-2	6	nt
CCc1nc(N)c(C#N)c(-c2ccccc2OC)c1C	4	2	-9	0.0	4	-6	7	5	1
C=CCC(C)(NCc1ccccc1)c1ccc(C)cc1 (configuration not stated)	-10	-3	-7	4.2	1	-4	12	-5	3
O=C(OC1CCOC1=O)c1cccc(S(=O)(=O)N2CCc3ccccc3C2)c1 (configuration not stated)	-3	1	-1	2.3	-1	2	2	-2	-5
O=C(O)C1Nc2ccc(OC(F)(F)F)cc2C2C=CCC12 (configuration not stated)	nt	7	0	-0.5	-4	3	-4	-8	22*
O=C(CN1C(=O)NC2(CCOc3ccccc32)C1=O)Nc1ccc(F)c(F)c1F (configuration not stated)	-3	3	-3	-2.0	3	-2	-10	-2	-3
CC(Oc1ccc(Br)cc1)C(=O)Nc1ccc(S(=O)(=O)Nc2nccs2)cc1 (configuration not stated)	1	0	7	1.0	-2	1	-3	1	-1
Cc1cccc(NC(=O)N2C3CCCC2CC(NC(=O)C2CC2)C3)c1 (configuration not stated)	4	1	9	1.1	-1	0	8	15	0
COc1cc(/C=N/n2c(-c3ccccc3)n[nH]c2=S)cc(OC)c1O	1	1	-6	1.9	3	2	3	-2	-3
CCc1cc(=O)oc2c(C)c(OCC(=O)N3CCC[C@@H]3C(=O)O)ccc12	0	3	2	4.2	1	-1	9	3	-2
COc1ccc2[nH]c(=O)c(CN(Cc3nnnn3Cc3ccc(F)cc3)CC3CCCO3)cc2c1 (configuration not stated)	1	3	9	2.1	-3	-5	-1	-4	5
CCCCN(C(=O)COC(=O)c1ccccc1)c1c(N)n(CCC)c(=O)[nH]c1=O	-4	0	nt	nt	nt	nt	-4	15	nt
CN(C)S(=O)(=O)c1cccc(C(=O)Nc2ccccc2C(=O)NC2CC2)c1	7	3	nt	nt	nt	nt	0	2	nt
Cc1ccc2[nH]c(=O)c(C3=NN(C(=O)CCC(=O)O)C(c4cccs4)C3)c(-c3ccccc3)c2c1 (configuration not stated)	-3	-4	8	1.9	1	-3	7	-4	1
CCOC(=O)CNC(=O)CSc1cc(C)nc2ccc(OC)cc12	-1	1	-4	1.8	-2	-7	4	7	-3
CCn1c2ccccc2c2cc(NC(=O)C3CCN(S(=O)(=O)c4cccs4)CC3)ccc21	-5	8	-12	5.5	-3	2	3	10	-2
O=C(CSc1nnc(NC(=O)C2CC2)s1)Nc1ccccc1C(F)(F)F	14	1	6	2.1	0	-2	5	11	2
O=C(Cc1ccc(Cl)cc1)Nc1ccc(S(=O)(=O)Nc2cnc3ccccc3n2)cc1	-1	1	13	4.2	2	5	5	0	4
Cc1ccc(S(=O)(=O)Nc2ccc(C(=O)Nc3cc(C)on3)cc2)cc1	-12	3	-3	1.9	4	-1	7	-2	0

Some of the entries so far, with two lines to a compound.
Every second line gives: PAFAH2 inh, AHR act, core dimer inh, PP5 primary, CTSL1 counter, TPT1 inh, procasp3 activ, proCasp7 act, PP1 counter
CCc1cc(=O)oc2c(C)c(OCC(=O)N3CCC[C@@H]3C(=O)O)ccc12
→ 0, 3, 2, 4.2, 1, -1, 9, 3, -2
COc1ccc2[nH]c(=O)c(CN(Cc3nnnn3Cc3ccc(F)cc3)CC3CCCO3)cc2c1 (configuration not stated)
→ 1, 3, 9, 2.1, -3, -5, -1, -4, 5

Screens (PubChem)
